High-throughput results from PubChem.
BLM inh: inhibitors of human Bloom syndrome helicase BLM | recombinant BLM DNA unwinding, fluorescence dequenching | P54132 | Potency, µM (doses to about 56.1 µM), for the others: at the top dose activity change, negative = inhibition, most hits filed as inhibitors | 350,000 tested, 0.2% active;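 further: plate controls were vehicle for no effect and no enzyme for full effect; nearly all actives have a fitted effect of over 35% in size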
Target sequence (P54132 whole entry, looked up): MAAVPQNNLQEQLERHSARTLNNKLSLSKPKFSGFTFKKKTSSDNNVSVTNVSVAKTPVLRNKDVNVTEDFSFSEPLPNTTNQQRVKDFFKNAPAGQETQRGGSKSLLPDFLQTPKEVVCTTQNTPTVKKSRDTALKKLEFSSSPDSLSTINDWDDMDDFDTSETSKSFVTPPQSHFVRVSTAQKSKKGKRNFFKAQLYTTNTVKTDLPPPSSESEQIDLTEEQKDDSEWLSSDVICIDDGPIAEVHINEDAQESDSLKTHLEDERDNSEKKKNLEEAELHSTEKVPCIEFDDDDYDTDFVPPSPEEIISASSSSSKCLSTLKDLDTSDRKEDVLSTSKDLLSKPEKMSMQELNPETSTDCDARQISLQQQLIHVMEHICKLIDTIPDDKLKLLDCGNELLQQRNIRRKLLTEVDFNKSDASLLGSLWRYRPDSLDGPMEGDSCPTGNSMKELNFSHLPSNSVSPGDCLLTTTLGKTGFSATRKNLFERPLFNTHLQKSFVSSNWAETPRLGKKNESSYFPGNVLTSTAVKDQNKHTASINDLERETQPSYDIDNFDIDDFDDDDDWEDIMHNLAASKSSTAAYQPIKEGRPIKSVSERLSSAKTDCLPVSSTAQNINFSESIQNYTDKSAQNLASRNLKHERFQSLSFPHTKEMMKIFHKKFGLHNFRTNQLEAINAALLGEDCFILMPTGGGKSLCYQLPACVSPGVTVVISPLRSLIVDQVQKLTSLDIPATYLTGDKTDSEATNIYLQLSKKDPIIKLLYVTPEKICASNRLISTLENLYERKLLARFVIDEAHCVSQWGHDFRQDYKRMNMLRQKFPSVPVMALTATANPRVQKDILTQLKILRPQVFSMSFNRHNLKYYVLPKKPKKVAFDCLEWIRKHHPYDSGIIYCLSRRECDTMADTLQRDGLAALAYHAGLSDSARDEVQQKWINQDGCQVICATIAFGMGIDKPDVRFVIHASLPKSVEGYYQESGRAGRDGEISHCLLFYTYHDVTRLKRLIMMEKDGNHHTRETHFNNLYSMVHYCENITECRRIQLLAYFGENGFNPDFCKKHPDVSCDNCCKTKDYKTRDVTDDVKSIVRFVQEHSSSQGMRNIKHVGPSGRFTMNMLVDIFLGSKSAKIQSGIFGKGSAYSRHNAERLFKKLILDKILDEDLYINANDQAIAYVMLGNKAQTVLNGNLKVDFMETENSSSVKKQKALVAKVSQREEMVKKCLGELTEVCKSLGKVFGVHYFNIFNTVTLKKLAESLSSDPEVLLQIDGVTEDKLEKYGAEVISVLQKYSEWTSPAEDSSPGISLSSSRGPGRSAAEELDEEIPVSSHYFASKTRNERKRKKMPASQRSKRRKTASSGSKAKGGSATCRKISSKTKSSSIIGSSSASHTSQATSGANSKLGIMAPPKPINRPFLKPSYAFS
G9a inh: G9a (human) methyltransferase inhibition. Q96KQ7. G9a H3K9 monomethylation, AlphaScreen, 2 h. Potency, µM (doses to about 102 µM), inactives show at the highest dose activity, negative = inhibition, usual class: inhibitors. 350,000 tested, 8.8% active; further: on the % scale 0 is the no-effect control and ±100 the full control effect; nearly all actives have a fitted effect of over 75% in size
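Step 1: enzyme (final 20 nM) with compound, 15 min RT. Step 2: substrate peptide 500 nM and SAM 20 uM, 2 h RT. Step 3: anti-H3K9me1 antibody and AlphaScreen beads, 10 min, then plate read.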
HP1b binding inh: blocks HP1-beta chromodomain binding to methylated histone tails; P83916; AlphaScreen HP1-beta / biotin-H3K9me3 peptide binding; Potency, µM (highest dose often 114 µM), for the others: at the top dose activity change, negative = inhibition, hits mostly inhibitors; 390,000 tested, 0.56% active; further: nearly all actives have a fitted effect of over 70% in size; inactives centre near 23
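AlphaScreen: HP1-beta (50 nM) preformed 30 min with biotin-H3(1-18)K9me3 peptide (50 nM) in PBS pH 7.4, 0.01% Tween-20. Compound added for 30 min at RT, then streptavidin donor/nickel chelate acceptor beads (10 ug/mL) for 30 min.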
Pol iota inh: inhibitors of human DNA polymerase iota | Potency, µM (doses to about 115 µM), for inactives: at the top dose activity, negative = inhibition, hits mostly inhibitors | Pol iota fluorescent replication assay, 10 min | 390,000 tested, 1% active
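Fluorescent replication assay read twice, at 0 min and 10 min after adding 50 nM (final) substrate. Enzyme (10 nM) and compounds were first incubated 15 min at room temperature; enzyme-free buffer wells were negative controls.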
Pin1 inh: blocks the human prolyl isomerase Pin1. Potency, µM (series often up to 115 µM), without a hit: top-dose activity, negative = inhibition, most hits filed as inhibitors. Pin1 FP peptide displacement, HiFluor488, 10 min. Q13526. 390,000 tested, 0.009% active; active means well fitted inhibition curve with a large enough effect in the polarisation, with a control signal flat, not every such curve was filed as active; inconclusive means small, poorly fitted or top-dose-only effect, or effect the other way, or a change in a side signal; inactive means no such curve, though single readings can be large or run the other way; the % refers to the polarisation; further: on the % scale 0 is the no-effect control and ±100 the full control effect
PGK inhibitor: T. brucei PGK inhibition | 380,000 tested, 0.043% active | Potency, µM (highest dose often 57.5 µM), inactives show top-dose activity change, negative = inhibition, hits mostly inhibitors | AID 602233 | PGK/GAPDH coupled, Kinase-Glo luminescence, 60 min | P07378; further: on the % scale 0 is the no-effect control and ±100 the full control effect; nearly all actives have a fitted effect of over 60% in size
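Luminescent ATP detection (Kinase-Glo Plus) follows a 60-minute room-temperature incubation, with wells lacking PGK as controls. Buffer: 100 mM TEA (pH 7.6), 5 mM MgCl2, 0.01% Tween-20. Coupling enzyme GAPDH (100 nM final) supplies unstable 1,3-BPG in-well.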
GLS inhibitor: glutaminase GLS (human) inhibition; O94925; GLS enzymatic activity, qHTS titration; 410,000 tested, 0.21% active; Potency, µM (top dose mostly 45.5 µM), inactives show top-dose activity change, negative = inhibition, actives largely listed as inhibitors; further: on the % scale 0 is the no-effect control and ±100 the full control effect
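hKGA; 45 mM KH2PO4 pH 8.2 + 0.02% Tween-20; cpd via pin tool; 1 mM Gln soln; GluOx/HRP/Amplex Red; RT 30 min; fluor. t0 & final.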
JMJD2A Tudor inh: inhibitors of human JMJD2A Tudor domain; O75164; AlphaScreen JMJD2A-Tudor / H3K4me3 peptide binding; Potency, µM (titrated, usually from 114 µM), for the others: top-dose activity change, negative = inhibition, usual class: inhibitors; 390,000 tested, 4.4% active; AID 504339; further: on the % scale 0 is the no-effect control and ±100 the full control effect; nearly all actives have a fitted effect of over 50% in size
BAZ2B inh: BAZ2B (human) inhibition. Q9UIF8. Potency, µM (top dose mostly 114 µM), without a hit: at the highest dose activity change, negative = inhibition, actives largely listed as inhibitors. AlphaScreen BAZ2B-H3K14Ac peptide displacement. 360,000 tested, 4.4% active; further: on the % scale 0 is the no-effect control and ±100 the full control effect; nearly all actives have a fitted effect of over 60% in size
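Compounds, titrated to a top concentration of 110 uM, were incubated 30 min at room temperature with preformed BAZ2B/acetyl-K14 H3 peptide complex (50 nM each). Proximity signal was measured by AlphaScreen after 20 min with beads.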
* hit, by the source's call; i = inactive; ? = inconclusive; / = not tested or not shown; & = joins results of further samples; [ ] = remark or other dose. Unless noted, the call rests on the fitted dose curve; in most records, active means well fitted curve in the direction sought with a large enough effect; inconclusive means small, poorly fitted or top-dose-only effect, or another doubt; inactive means no such curve, though single readings can be large; an effect the other way counts as inactive or inconclusive. Potency means the concentration at half of the fitted maximal effect. Some of the compounds tested; the hit share may differ from the screen's.

BLM inh,G9a inh,HP1b binding inh,Pol iota inh,Pin1 inh,PGK inhibitor,GLS inhibitor,JMJD2A Tudor inh,BAZ2B inh,molecule
/,-2%[59 µM],13%,12%,4%,-2%,10%,5%,12%,Cc1cccc(C)c1NC(=O)CNC(=O)C(C)N1CCCCC1 (stereo unspecified)
0%,-3%,21%,28%,1%,-4%,4%,-16%,-16%,COc1ccc(NC(=O)CN(C)C(=O)c2oc3ccccc3c2C)cc1
/,?,12%,0%,6%,-1%,13%,-14%,8%,Cc1ccc(OCCC(=O)OCC(=O)Nc2ccc(N3CCOCC3)cc2)cc1
-4%,35µM*,-17%,13%,-1%,-3%,13%,?,?,c1ccc2c3c([nH]c2c1)-c1[nH]ncc1CC3
-3%,-5%,13%,-15%,?,/,0%,-27%,-1%,CN1C(=O)CSc2ccc(NC(=O)Nc3ccccn3)cc21
-5%,-2%,-10%,76%[activator],-11%,-2%,-1%,-32%,-17%,COc1ccc(N(C(=O)c2snc(C(N)=O)c2N)C(C(=O)NC2CCCC2)c2cc(OC)ccc2OC)cc1 (stereo unspecified)
2%,-13%[59 µM],18%,124%[activator],-9%,i,-4%,-9%,0%,C1CCCCCC(NCCN2CCNCC2)CCCCC1
-1%,2%,40%,16%,-4%,1%,3%,4%,-4%,Brc1ccc(-c2csc(N3CCC(c4ccccc4)C3)n2)cc1 (stereo unspecified)
-2%,15%[59 µM],55%[activator],6%,-2%,0%,1%,20%,27%,O=C(Nc1ccc(Br)cn1)c1ccc(Cl)s1
/,?,-15%,30%,4%,-2%,0%,?,-36%,CSCCC(NC(=O)c1ccco1)C(=O)N1CCN(C(c2ccccc2)c2ccccc2)CC1 (stereo unspecified)
-10%,-5%,29%,-20%,2%,1%,10%,-15%,-37%,CNC(=O)Cc1nc2ccccc2n1CC(=O)Nc1cc(C)cc(C)c1
3%,3%,19%,1%,-9%,0%,-4%,-8%,4%,CSCCC(NS(=O)(=O)c1ccc(C)cc1)C(=O)N1CCCC1 (stereo unspecified)
0%,?,46%[activator],37%[activator],-21%,2%,-5%,-7%,-7%,O=C(CC1C(=O)NCCN1Cc1cccc(C(F)(F)F)c1)NC1CCOCC1 (stereo unspecified)
/,-10%[12.7 µM],22%,30%,0%,0%,2%,3%,-5%,Cc1ccc(SCC(=O)NC2CCS(=O)(=O)C2)cc1C (stereo unspecified)
-3%,12%[59 µM],11%[57 µM],5%,3%,-1%,2%,-1%,3%,CCC(C)NC(=O)Cn1c(=O)ccc2cc(S(=O)(=O)N3CCCC3)ccc21 (stereo unspecified)
3%,-18%,11%,3%,0%,-4%,4%,-21%,-4%,COc1cc(OC)cc(C(=O)NC2CCN(CCCOc3ccccc3)CC2)c1
-4%,/,18%,6%,0%,-4%,-2%,-29%,?,COc1ccc(-c2n(Cc3ccccc3)c3ccccc3[n+]2Cc2ccccc2)cc1
-2%,-9%[59 µM],62%[activator],19%,3%,4%,-33%,-12%[57.1 µM],-1%,O=C(Nc1ccccc1F)C1C2C=CC3(O2)C1C(=O)N(c1cccnc1)C3C(=O)NC1CCCCC1 (stereo unspecified)
-2%,/,26%,15%,-1%,-2%,-1%,-8%,-10%,COc1ccccc1N1CCN(/N=C(\C)c2ccccc2O)CC1
-2%,?,26%,93%[activator],-3%,-13%,-1%,1%,8%,O=C(COC(=O)CNC(=O)c1ccccc1)Nc1nc(-c2ccccc2)cs1
-2%,1%[59 µM],64%[activator],34%[activator],44%[activator],-4%,-3%,-2%,-15%,COc1cccc(NC(=O)CSc2nc3ccc(NC(=O)c4cccs4)cc3s2)c1
-5%,8%[2.33 µM],11%,0%,/,-8%,1%,-19%,6%,O=C(COC(=O)C12CC3CC(CC(C3)C1)C2)N1CCN(S(=O)(=O)c2ccccc2)CC1
-2%,45µM*,41%[activator],-16%,?,-7%,8%,-9%,0%,CCc1nc2sc3c(O)cc(=O)[nH]c3c2cc1C
-4%,42%[12.7 µM],166%[activator],1%,0%,-1%,15%,159%[activator],208%[activator],CCN(c1ccccc1)c1nc2ccsc2c(=O)s1
-3%,/,47%[activator],42%[activator],0%,-10%,5%,-1%,-20%,Cc1ccc(C(=O)NS(=O)(=O)c2ccc(N=NN(C)C)cc2)cc1
0%,13%[59 µM],15%,0%,4%,0%,1%,1%,0%,CCOc1ccc(C(C)NC(=O)c2cccc(F)c2)cc1 (stereo unspecified)
1%&0%,-1%[59 µM],40%&19%[activator],13%&2%,11%&1%,1%&2%,0%&9%,-7%&4%,3%&1%,CCCCNS(=O)(=O)c1ccc2nc(-c3cccnc3)cc(C(=O)NCCOC)c2c1
1%,0%[59 µM],12%,28%,-1%,-1%,0%,-22%,-32%,CC(C)c1ccccc1NC(=S)NC(C)c1ccccc1 (stereo unspecified)
-1%,31%,47%[activator],-28%,-1%,0%,-7%,4%,-17%,CC(CN1CCOCC1)OC(=O)c1cccc(Cl)c1 (stereo unspecified)
-1%,1µM*,8%,3%,-12%,-5%,0%,-33%,-23%,CCc1ccccc1N1CC(c2nc3ccccc3n2Cc2cccc(C)c2)CC1=O (stereo unspecified)
-11%,?,-30%,?,58%[activator],-4%,9%,?,56µM*,O=C(Nc1nc(-c2ccco2)cs1)c1ccccc1
-2%,4%,70%[activator],0%,-1%,/,15%,1%,-3%,COc1ccc(S(=O)(=O)Nc2ccc(Oc3ccsc3C(=O)O)cc2)cc1
-3%,-16%,45%[activator],25%,8%,-10%,-17%,3%,-12%,CSc1ccc(CN(C)C(C)C(=O)NCC2CCCCC2)cc1 (stereo unspecified)
1%,3%[12.7 µM],32%,23%,1%,-1%,-1%,-8%,-36%,NCCc1nnc(SCc2ccccc2)o1
/,/,39%,18%,-5%,-2%,4%,3%,/,CC1=C(N2CCOCC2)CCC1=O
/,-6%[0.501 µM],9%,14%,31%[activator],i,2%,1%,8%,CC(C)C(=O)Nc1ccc(S(=O)(=O)N2CCC(c3nc4ccccc4[nH]3)CC2)cc1
/,17%[0.501 µM],35%,42%[activator],4%,2%,3%,-12%,13%,COc1ccc(-c2nn(-c3ccccc3)cc2C(=O)N(C)CC(=O)Nc2ccc(N3CCOCC3)cc2)cc1
-3%,53%[activator][59 µM],50%[activator],-6%,3%,?,0%,19%,26%,N/C(=N\OC(=O)c1cccs1)c1ccccc1
-1%,/,16%,-13%,-1%,-7%,13%,-1%,6%,C/C(=N\NC(=O)c1cccc(Cl)c1)c1cccc(NC(=O)C(C)C)c1
1%,/,-12%,?,-2%,-5%,-13%,-13%,2%,CC1(C)CCCC2=C1CC1C(=O)N(N)C(=O)C1C2 (stereo unspecified)
/,/,18%,76%[activator],10%,-9%,0%,-14%,/,Cc1cccc(C(=O)OCC(=O)N2CC(=O)Nc3ccccc32)c1C
1%,1%,-3%,63%[activator],-9%,i,8%,-6%,1%,CN(C)c1ccc([N+](=O)[O-])cc1C(=O)NCC(c1ccco1)N(C)C (stereo unspecified)
/,/,18%,11%,-9%,3%,-2%,-1%,/,O=C(COC(=O)C1CCCCC1)Nc1cccc(F)c1
/,5%,-12%,18%,0%,i,-2%,-20%,7%,CC(C)(C)c1csc(NC(=O)C2=COCCO2)n1
2%,-16%,40%[activator],-11%,-3%,-1%,-2%,-13%,-3%,COc1cccc(OCC(O)CN(CCO)Cc2ccccc2)c1 (stereo unspecified)
/,/,50µM*,57%[activator],-4%,-8%,-3%,?,/,O=C(NNc1ccccc1)Nc1cc(Cl)ccc1Cl
-9%,?,-8%,20%,0%,1%,17%,-31%,-34%,COc1ccc2c(c1)CC/C(=C\c1ccc(OC)c(Cn3cccn3)c1)C2=O
2%,-10%,30%,17%,3%,0%,5%,16%,4%,O=C(CSc1nnc(CNC(=O)C23CC4CC(CC(C4)C2)C3)n1-c1ccc(F)cc1)Nc1ccccc1
-2%,5%[59 µM],19%,-20%,-7%,-5%,-12%,-3%,-2%,COCCNC(=O)C(NC(=O)C1CCCCC1)C(C)C (stereo unspecified)
-9%,8%,44%[activator],10%,-1%,-7%,-3%,-4%,11%,COC(=O)c1ccccc1NC(=O)CCC(=O)N1CC(C)Oc2ccc(C)cc21 (stereo unspecified)
-2%,/,26%,31%[activator],4%,-7%,6%,-4%,-12%,Cc1ccc(-n2c(SCC(=O)N/N=C/c3ccccc3C(=O)O)nnc2-c2ccccc2)cc1
-4%,?,19%,-19%,-4%,-6%,-7%,-18%,?,COc1ccc(N(C(C)C(=O)N/N=C/c2ccc(OC(C)C)cc2)S(C)(=O)=O)cc1 (stereo unspecified)

Taken from above.
O=C(COC(=O)C1CCCCC1)Nc1cccc(F)c1 | GLS inhibitor: -2%
NCCc1nnc(SCc2ccccc2)o1 | Pol iota inh: 23%
CC1(C)CCCC2=C1CC1C(=O)N(N)C(=O)C1C2 (stereo unspecified) | HP1b binding inh: -12%

Ordered by molecular weight (rising): some entries from above
BLM inh,G9a inh,HP1b binding inh,Pol iota inh,Pin1 inh,PGK inhibitor,GLS inhibitor,JMJD2A Tudor inh,BAZ2B inh,molecule
1%,3%[12.7 µM],32%,23%,1%,-1%,-1%,-8%,-36%,NCCc1nnc(SCc2ccccc2)o1
0%,13%[59 µM],15%,0%,4%,0%,1%,1%,0%,CCOc1ccc(C(C)NC(=O)c2cccc(F)c2)cc1 (stereo unspecified)
-1%,1µM*,8%,3%,-12%,-5%,0%,-33%,-23%,CCc1ccccc1N1CC(c2nc3ccccc3n2Cc2cccc(C)c2)CC1=O (stereo unspecified)
-2%,/,26%,31%[activator],4%,-7%,6%,-4%,-12%,Cc1ccc(-n2c(SCC(=O)N/N=C/c3ccccc3C(=O)O)nnc2-c2ccccc2)cc1
